# APOBEC3A inh: APOBEC3A ssDNA deaminase inhibitors, primary screen, selectivity assay for APOBEC3G inhibitor project, biochemical, FAM/TAMRA oligo cleavage fluorescence; DNA dC->dU-editing enzyme APOBEC-3A (Homo sapiens), P31941; recombinant A3A, FAM/TAMRA ssDNA deamination fluorescence; inhibition, % at 20 µM; 0.41% of 330,000 active; AID 493011, 2011;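 active means at least 40% inhibition at 20 µM here, with at most 30% in a related deaminase screen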;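 further: plate controls were A3A with DMSO for no effect and wells lacking A3A enzyme for full effect; some results filed as inactive read as strong as hits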
# Target sequence (P31941 whole entry, looked up): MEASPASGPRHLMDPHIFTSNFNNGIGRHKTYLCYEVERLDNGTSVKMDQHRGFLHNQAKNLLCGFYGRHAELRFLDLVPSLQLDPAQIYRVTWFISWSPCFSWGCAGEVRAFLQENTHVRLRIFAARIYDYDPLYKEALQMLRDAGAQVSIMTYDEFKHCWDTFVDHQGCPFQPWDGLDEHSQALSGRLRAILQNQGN
# mIAP act: activators of mouse IAP, primary screen, biochemical, luminescence, uHTS; muIAP, CDP-Star luminescence, 30 min; active compounds read high; 1 = vehicle-only enzyme signal, 0 = enzyme-free wells; activation factor at 10 µM; 0.24% of 330,000 active; AID 2805, 2010;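 active means activation factor of at least 2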; further: the source names both 10 and 20 µM as test concentration; values of inactives mirror those of a sister screen read the other way
#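 System: mouse IAP enzyme. Reagent: CDP-Star chemiluminescent phosphatase substrate. Benchmarks: DMSO wells, no-enzyme wells. Times: 30 min enzyme-substrate-compound incubation at room temperature. Detection: luminescence from enzymatic CDP-Star hydrolysis. Doses: test compounds delivered from DMSO solution.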
# beta cell repl: inducers of MIN6 beta-cell proliferation, primary screen, ATP luminescence, uHTS; MIN6 cells proliferation, ATPlite luminescence, 48 h; cells starved in 0.2% serum; 100% = growth in 10% serum; proliferation, % at 10 µM; 0.29% of 330,000 active;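 active means compounds whose signal lies at least 3.5 SD above the mean of all wells on their plate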;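 further: 0% = DMSO-treated cells in low-serum medium and 100% = 10% serum control; some compounds called inactive have numbers as strong as hits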
# GRIN3A LBD mod: binders of NR3A ligand-binding domain, primary screen, biophysical, differential scanning fluorimetry, uHTS. Glutamate receptor ionotropic, NMDA 3A (GRIN3A) ligand-binding domain. NR3A LBD differential scanning fluorimetry, Tm shift; 0% = protein alone, 100% = glycine-bound protein. Tm shift relative to glycine control, % at 25 µM. 2.5% of 340,000 active. AID 1259313, 2017;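 active means melting temperature shift of at least 10% of the positive control shift, at one fixed dose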
# MPTP inh: mitochondrial permeability transition pore inhibitors, primary screen, biochemical, isolated mouse mitochondria, absorbance; 1.4% of 360,000 active; inhibition, % at 10 µM; Ca2+ swelling absorbance, 30 min;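 active means inhibition of 50% or more, scaled per plate between neutral and stimulator controls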;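 further: 0% = DMSO wells given calcium and 100% = 1 mM EGTA wells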
# hIAP inh: human IAP inhibitors, primary screen, biochemical, luminescence, uHTS; Intestinal-type alkaline phosphatase (Homo sapiens), P09923; purified IAP, CDP-Star luminescence, 30 min; inhibition, % at 10 µM; 0.12% of 330,000 active;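 active means inhibition reaching a set limit with compound at 10 µM in the primary screen, cut at about 35% in these data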;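 further: plate controls were DMSO wells with enzyme for no effect and no-enzyme buffer wells for full effect; values of inactives mirror those of a sister screen read the other way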
# Target sequence (P09923 whole entry, looked up): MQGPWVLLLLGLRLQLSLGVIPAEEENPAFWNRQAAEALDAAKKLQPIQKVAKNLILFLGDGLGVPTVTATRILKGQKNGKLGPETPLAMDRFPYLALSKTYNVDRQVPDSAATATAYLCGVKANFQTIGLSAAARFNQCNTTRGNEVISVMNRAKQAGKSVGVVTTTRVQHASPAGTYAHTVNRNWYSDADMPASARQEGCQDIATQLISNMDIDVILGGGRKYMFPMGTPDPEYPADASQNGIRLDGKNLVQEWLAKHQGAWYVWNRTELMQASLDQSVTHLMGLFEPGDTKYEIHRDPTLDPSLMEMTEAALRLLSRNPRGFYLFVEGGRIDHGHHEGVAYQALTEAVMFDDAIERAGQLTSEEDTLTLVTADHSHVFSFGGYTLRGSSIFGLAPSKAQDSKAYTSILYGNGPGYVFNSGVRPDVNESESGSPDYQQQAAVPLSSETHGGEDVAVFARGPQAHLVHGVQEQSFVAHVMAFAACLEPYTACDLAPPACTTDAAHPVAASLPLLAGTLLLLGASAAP
# hIAP act: human IAP activators, primary screen, biochemical, luminescence, uHTS; activation factor at 10 µM; 0.16% of 330,000 active; purified human IAP, CDP-Star luminescence, 30 min; active compounds read high; 1 = vehicle-only enzyme, 0 = enzyme-free background; AID 2524, 2010;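 active means activation factor of the enzyme at least 2-fold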; further: the source names both 10 and 20 µM as test concentration; values of inactives mirror those of a sister screen read the other way
# mIAP inh: inhibitors of mouse IAP, primary screen, biochemical, luminescence, uHTS; purified mouse IAP, CDP-Star luminescence, 30 min; inhibition, % at 10 µM; 0.2% of 330,000 active;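 active means inhibition of at least 40% at 10 µM in the primary screen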;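 further: plate controls were DMSO with enzyme for no effect and no enzyme wells for full effect; values of inactives mirror those of a sister screen read the other way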
# APOBEC3G inh: APOBEC3G DNA deaminase inhibitors, primary screen, biochemical, fluorescence, single-stranded DNA substrate, uHTS | DNA dC->dU-editing enzyme APOBEC-3G (Homo sapiens), Q9HC16 | recombinant A3G, ssDNA deamination FAM/TAMRA fluorescence | 0.28% of 330,000 active | inhibition, % at 20 µM;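 active means inhibition of at least 40% at 20 µM, with no more than 30% in the related APOBEC3A deaminase screen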;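 further: plate controls were DMSO wells with A3G for no effect and wells lacking A3G enzyme for full effect; some compounds called inactive have numbers as strong as hits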
# Target sequence (Q9HC16 whole entry, looked up): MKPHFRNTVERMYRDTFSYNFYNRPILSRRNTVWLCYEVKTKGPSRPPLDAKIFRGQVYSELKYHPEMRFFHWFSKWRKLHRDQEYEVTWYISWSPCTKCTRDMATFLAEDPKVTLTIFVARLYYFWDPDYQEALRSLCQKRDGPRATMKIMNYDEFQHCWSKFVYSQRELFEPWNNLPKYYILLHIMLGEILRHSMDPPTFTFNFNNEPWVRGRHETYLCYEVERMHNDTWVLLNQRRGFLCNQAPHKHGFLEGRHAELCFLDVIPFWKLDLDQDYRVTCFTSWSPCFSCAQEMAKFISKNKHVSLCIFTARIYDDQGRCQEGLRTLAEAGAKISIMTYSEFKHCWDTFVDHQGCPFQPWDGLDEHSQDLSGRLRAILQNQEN
# An asterisk follows results filed as active; nt = no result given.
SMILES,APOBEC3A inh,mIAP act,beta cell repl,GRIN3A LBD mod,MPTP inh,hIAP inh,hIAP act,mIAP inh,APOBEC3G inh
CC(C)C(c1nnnn1C(C)(C)C)N1CCN(c2cccc(Cl)c2)CC1 (stereo not given),1,0.98,-4,0,1.5,-7,1.1,2,5
CCC(C)NC(=O)c1ccccc1NC(=O)c1ccc(CSc2ccccc2)cc1 (stereo not given),0,0.93,0,2,17,9,0.91,7,-5
COc1cc2c(cc1OC)CN(CC(=O)Nc1ccc(F)cc1)C(C(=O)O)C2 (stereo not given),-2,0.95,-4,-4,-0.3,6,0.94,5,-4
CC1(C)C(=O)CC[C@@]2(C)[C@H]1CC[C@@]1(C)CC3=C(CC[C@@H]12)[C@@]1(C)CCC(=O)C(C)(C)[C@@H]1CC3,4,1.1,-8,nt,nt,5,0.95,-7,1
NS(=O)(=O)c1ccc(NC(=O)COC(=O)/C(=C/c2cccs2)c2cccs2)cc1,4,0.91,0,0,1.5,13,0.87,9,-2
Cc1ccsc1C(=O)Nc1cccc(-n2cnnn2)c1,1,1.1,0,-1,-2.0,23,0.77,-8,9
N#Cc1ccc(OCC(=O)NN2Cc3ccccc3C2=N)cc1,1,0.93,1,-1,-1.5,-12,1.1,7,1
CCCCCCSc1cccc(-c2nc3cc(C)ccn3c2NC2CCCCC2)c1,-3,1.2,-8,-15,3.4,9,0.91,-20,5
Cc1cc(C)c(CN2CCC(n3nccc3NC(=O)c3ccccc3Cl)CC2)cc1C,-2,1.3,-5,-1,1.0,-36,1.4,-28,-10
CN1C(=O)C2(N=c3ccccc3=N2)c2ccccc21,4,1.1,-3,-1,-0.3,-6,1.1,-6,-1
O=C(CSc1nnnn1-c1ccc2c(c1)OCCO2)Nc1nc2c(s1)CCCC2,-4,1,-2,-11,1.7,-15,1.2,-2,-7
COc1ccc(C(=O)C2CCCN(C(=O)c3c4c(nn3C)CCCC4)C2)cc1F (stereo not given),-6,1.1,-2,0,6.7,0,1,-6,-8
Cc1cc(C(=O)CN2C(=O)NC3(CCCc4ccccc43)C2=O)c(C)n1Cc1ccccc1 (stereo not given),2,1.1,-5,-2,0.0,6,0.94,-12,-9
O=C(COC(=O)CSCc1ccccc1)NCc1ccccc1,-3,0.95,1,-1,-1.2,14,0.86,5,-3
O=C(NCCSCc1ccco1)Nc1ccc(Cl)cc1,-4,1.8,0,-27,1.8,5,0.95,-78,-8
Nc1nc(-c2ccco2)nn1C(=O)CCc1ccccc1,-1,0.91,1,0,-3.7,9,0.91,9,1
CSc1nc2ccccc2c(=O)n1C1CCOC(C)(C)C1 (stereo not given),0,1,-1,-1,-1.3,-5,1.1,-2,-8
Cc1c(-n2cc(C(=O)c3cc(Br)ccc3O)cc(C#N)c2=O)c(=O)n(-c2ccccc2)n1C,-4,0.96,-3,-3,-0.6,0,1,4,-8
CCC(C)n1[nH]c(=O)c2c(C)cc(C)nc21 (stereo not given),-2,0.99,-1,0,-4.7,-2,1,1,-3
O=C1C(Cl)=C(N2CCOCC2)C(=O)N1c1cccc(Cl)c1,0,0.96,-5,-1,1.7,0,1,4,-5
CCOc1ccc(NC(=O)C2CCN(S(C)(=O)=O)CC2)cc1,-5,1,-1,-1,0.0,14,0.86,-3,-5
Cc1cc(C)c2oc(C(=O)NCCc3ccc(S(N)(=O)=O)cc3)cc(=O)c2c1,5,0.97,-1,-1,2.5,3,0.97,3,0
CCn1c(C)nc2cc(C(=O)N/N=C/c3ccc(OC)c(O)c3)ccc21,-3,1,-1,-2,-0.1,2,0.98,0,-5
COc1ccc(C(=O)NC(=S)N2CCN(c3ccccc3O)CC2)cc1,-3,0.89,-4,0,-2.3,-8,1.1,11,-7
CC(=O)Nc1ccc(OCC(O)Cn2nc(C)nc2C)cc1 (stereo not given),1,1,1,0,-1.3,-26,1.3,-3,-1
COc1ccccc1CNC(=O)CN1C(=O)COc2ccc(S(=O)(=O)N3CCCCC3)cc21,-5,1,-1,4,-1.5,-2,1,-1,-1
COc1ccc(NS(=O)(=O)c2cccc(C(=O)NCC(c3ccc(F)cc3)N3CCOCC3)c2)cc1 (stereo not given),-5,1,-1,-1,-2.0,-6,1.1,-4,-11
COc1cccc(NS(=O)(=O)c2cc3c4c(c2)CCC(=O)N4CCC3)c1,1,0.91,-1,0,-1.0,8,0.92,9,-1
Cc1ccc(-c2nc(NC(=O)CSc3ncn[nH]3)ns2)cc1,4,0.84,2,-1,2.9,-38,1.4,16,4
COC(=O)C[C@H]1c2cc(F)ccc2S(=O)(=O)N1C(C)C,-5,1.1,0,-2,-0.3,14,0.86,-10,-7
Cc1cn(S(=O)(=O)c2cc(Br)ccc2Br)cn1,-2,0.99,0,10*,-0.2,6,0.94,1,-8
COc1ccc(NC(=O)Nc2ccc3c(c2)C(=O)N([C@H](C)CO)C[C@H](C)[C@@H](CN(C)C(=O)Nc2c(C)noc2C)O3)cc1,0,1.2,2,-2,0.6,2,0.98,-24,20
Cc1cc(Nc2cccc([N+](=O)[O-])c2)c2ccccc2n1,0,0.94,1,-4,8.9,2,0.98,6,-5
COc1cccc(C2=NOC(C(=O)Nc3cccnc3Cl)C2)c1OC (stereo not given),-2,0.94,-1,-1,0.8,-3,1,6,-6
O=C(Cn1cnc2c(NCc3ccccc3)ncnc21)NCc1nc2ccccc2[nH]1,2,1,nt,3,-0.5,nt,nt,-5,2
N#Cc1c(-c2cccs2)cc(-c2cccs2)[nH]c1=O,1,1,0,0,3.4,-8,1.1,-2,-4

# Among those listed so far, 2 have a furan ring, fused or not.
SMILES,APOBEC3A inh,mIAP act,beta cell repl,GRIN3A LBD mod,MPTP inh,hIAP inh,hIAP act,mIAP inh,APOBEC3G inh
O=C(NCCSCc1ccco1)Nc1ccc(Cl)cc1,-4,1.8,0,-27,1.8,5,0.95,-78,-8
Nc1nc(-c2ccco2)nn1C(=O)CCc1ccccc1,-1,0.91,1,0,-3.7,9,0.91,9,1

# Next part.
SMILES,APOBEC3A inh,mIAP act,beta cell repl,GRIN3A LBD mod,MPTP inh,hIAP inh,hIAP act,mIAP inh,APOBEC3G inh
COc1cc(-c2ccc3oc(-c4ccsc4)cc3c2)cc(OC)c1OC,3,1,-6,0,-0.6,-9,1.1,-4,21
O=C(NCc1cccs1)C(=O)NCC(c1ccco1)N1CCN(c2ccccc2F)CC1 (stereo not given),-8,1.1,-3,0,1.6,-5,1,-15,-7
Nc1nc(-c2cccnc2)nn1S(=O)(=O)c1ccccc1,-5,1,1,-2,0.1,-1,1,-3,-7
O=C(COC(=O)C1=COCCO1)Nc1ccc(Br)cc1Br,-2,1.2,-1,1,-0.8,-16,1.2,-19,-8
COC(=O)c1cc(NC(=O)c2nccnc2C(=O)O)cc(C(=O)OC)c1,2,1,-1,0,-1.1,14,0.86,-4,-4
O=C(Nc1ccc(N2CCCCC2)cc1)c1cccnc1,-2,0.99,-3,0,1.7,-21,1.2,0,-4
COc1ccc(OC)c(/C=C/C(=O)N2C(=O)c3cccc(N)c3C2=O)c1,0,0.93,-3,11*,1.4,6,0.94,7,0
Cc1ccc(OCC2Cn3c(nc4c3c(=O)[nH]c(=O)n4C)O2)cc1 (stereo not given),6,1.1,-4,1,4.1,2,0.98,-8,0
CCOC(=O)c1sc(NC(=O)CCN2C(=O)C3CCCCC3C2=O)cc1C (stereo not given),-3,1,0,4,0.0,-14,1.1,-1,-8
CCC(C)(C)NC(=O)C(c1cccn1C)N(C(=O)Cn1nnc2ccccc21)c1ccccc1OC (stereo not given),3,1,2,0,-1.3,11,0.89,0,-4
O=C(c1ccc(-n2cncn2)c([N+](=O)[O-])c1)N1CCN(S(=O)(=O)c2cccc(F)c2)CC1,0,0.99,0,-1,-0.9,-3,1,1,5
COc1ccc2oc(C(=O)NCc3cc(OC)c(OC)cc3OC)c(C)c2c1,0,0.93,-3,-1,29,-3,1,7,-1
CC(NC(=S)Nc1ccc(OC(F)F)cc1OC(F)F)C(C)(C)C (stereo not given),4,1.4,-5,-7,86*,16,0.83,-36,6
CCNC(=O)NC(=O)C(C)On1nnc2ccc(S(=O)(=O)N(CC)CC)cc21 (stereo not given),-2,1,-4,-1,1.4,-14,1.1,0,-7
COc1ccc(-c2cc(=O)oc3c(C)c(OCC(=O)N(C)C)ccc23)cc1,7,0.99,0,-3,1.9,4,0.96,1,3
COc1ccc(C(=O)NCCc2cn3ccc(C)cc3n2)cc1,0,1.1,0,4,0.4,-4,1,-9,-4
O=C1CCN(Cc2ccc(Br)cc2)CCN1[C@H](CO)Cc1ccccc1,-5,0.92,-1,2,-3.0,-5,1.1,8,-6
CC(=O)Nc1ccc(OCC(O)Cn2c(CO)nc3ccccc32)cc1 (stereo not given),0,1.1,-4,-2,-2.5,-14,1.1,-7,-5
CC1(C)CC(=O)C(C2c3ccccc3S(=O)(=O)c3ccccc32)C(=O)C1,-4,1.1,-1,1,-1.1,-2,1,-11,0
O=C(c1cccn2c(=O)c3ccccc3nc12)N1CCN(Cc2ccc3c(c2)OCO3)CC1,5,1,8,6,0.9,17,0.83,-1,-4
O=C(O)CC/C(=N/NC(=O)c1cccs1)c1ccccc1,-4,1.1,0,0,-1.2,-10,1.1,-14,-9
CCOC(=O)Cn1nc(C)c(NC(=O)CCc2ccc(OC)cc2)c1C,-1,1,5,-1,0.5,18,0.82,-2,0
CCn1cc(C(=O)OCC(=O)Nc2cc(S(=O)(=O)N(C)C)ccc2C)c(=O)c2ccc(C)nc21,-1,1.1,-5,4,0.7,1,0.99,-10,-8
COc1ccc(S(=O)(=O)N(C)c2ccccc2)c2cccnc12,4,1.1,-1,0,-0.9,13,0.87,-10,15
CCOc1ccc2nc(SCC(=O)NCC3CCCO3)sc2c1 (stereo not given),-1,0.98,-2,-1,-0.5,-4,1,2,-6
CC(C)(C)N(Cc1ccccc1)C(=O)COC(=O)C1CCCCC1,1,0.97,-2,2,-0.7,-8,1.1,3,7
COC(=O)c1cc(OC)c(OC)cc1NC(=O)c1ccco1,-2,0.97,4,1,0.0,-5,1,3,-3
COc1ccc(S(=O)(=O)Cc2ccc(C(=O)N3CCC(C(N)=O)CC3)o2)cc1,2,1,-2,1,-1.6,-1,1,-4,-1
Cc1ccc(S(=O)(=O)CCC(=O)c2ccc(O)cc2O)cc1,0,0.92,-6,-1,2.1,10,0.9,8,-1
CCOc1c(CNCCNC(=O)c2nonc2N)cccc1OC,3,0.96,0,-1,-0.7,16,0.84,4,0

# An excerpt from above in order of the hIAP act value, highest first.
SMILES	APOBEC3A inh	mIAP act	GRIN3A LBD mod	MPTP inh	hIAP inh	hIAP act	mIAP inh	APOBEC3G inh
CC(C)(C)N(Cc1ccccc1)C(=O)COC(=O)C1CCCCC1	1	0.97	2	-0.7	-8	1.1	3	7
COC(=O)c1cc(OC)c(OC)cc1NC(=O)c1ccco1	-2	0.97	1	0.0	-5	1	3	-3
CCOc1c(CNCCNC(=O)c2nonc2N)cccc1OC	3	0.96	-1	-0.7	16	0.84	4	0

# Source: PubChem
